Screening results deposited in PubChem by several laboratories.
RSV CPE inhibition – inhibition of RSV-induced cytopathic effect – HEp-2 cells, primary 10 µM value included (AID 2391). CPE inhibition, % at 10 µM; hits with a dose series show IC50 in µM. HEp-2 cells, RSV-induced CPE inhibition; higher % means a stronger effect. hit rate 0.13% among 310,000; in the data active = a potency from the dose series; inconclusive = CPE inhibition mostly from about 23% at the one dose, without a potency; inactive = the rest, 99 in 100 with CPE inhibition below about 21%; note: strong numbers were not always called active
Salmonella PhoP GFP – inhibitors of PhoP regulon expression, primary screen, Salmonella Typhimurium, GFP reporter (AID 1863) | S. Typhimurium PhoP-regulated promoter GFP reporter, 4 h; higher % means a stronger effect | inhibition, % at 50 µM, or IC50 in µM where a hit was titrated | hit rate 0.16% among 300,000;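 active = inhibition over 29.93%, a cutoff 3 SD above the screen mean, later confirmed by dose response; inconclusive = inhibition over 29.93% but no dose response follow-up; inactive = inhibition at most 29.93% or unconfirmed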;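 note: 0% = low Mg2+ inducing control and 100% = high Mg2+ repressing control; strong numbers were not always called active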
PMI inhibitors – inhibitors of human PMI, primary screen, biochemical, fluorescence intensity, coupled assay (AID 1209); purified PMI enzyme, coupled fluorescence intensity; higher % means a stronger effect; one-dose inhibition, % at 20 µM; IC50 in µM for titrated hits; hit rate 0.42% among 190,000;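 note: plate controls were DMSO vehicle for no effect and wells lacking substrate for full effect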
West Nile virus CPE – West Nile virus antiviral activity, cell-based, CPE readout (AID 1621); West Nile virus-infected cells, CPE inhibition; higher % means a stronger effect; one-dose CPE inhibition, % at 10 µM; IC50 in µM for titrated hits; hit rate 0.02% among 290,000; in the data active = a potency from the dose series; inconclusive = CPE inhibition mostly from about 3.7% at the one dose, without a potency; inactive = the rest, 99 in 100 with CPE inhibition below about 2.2%; note: strong numbers were not always called active
Large T inhibition – TAg ATPase/helicase activity blockers – biochemical (AID 1903); SV40 large T antigen ATPase/helicase inhibition assay; higher % means a stronger effect; one-dose inhibition, % at 20 µM; IC50 in µM for titrated hits; hit rate 0.39% among 310,000; in the data active = a potency from the dose series; inconclusive = inhibition mostly from about 32% at the one dose, without a potency; inactive = the rest, 99 in 100 with inhibition below about 32%; note: strong numbers were not always called active
ER stress rescue – protection against thapsigargin-triggered cell killing – 384-well, CSM14.1, ATP luminescence, primary screen (AID 1222). CSM14.1 thapsigargin-induced death rescue, ATP luminescence; higher % means a stronger effect. cellular ATP content (survival), % at 20 µM, or EC50 in µM where a hit was titrated. 190,000 tested, under 10 active;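 active = EC50 below 50 µM in the dose-response confirmation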;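 note: death triggered by thapsigargin at about 15 µM added after 2 h compound pretreatment; cell ATP read after overnight thapsigargin exposure of roughly 18 to 22 hours; normalized against plate controls of thapsigargin alone and 5% DMSO vehicle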
TNAP activators – stimulation of alkaline phosphatase TNAP activity – biochemical, luminescent, no phosphate acceptor, uHTS, primary screen (AID 1001) | purified TNAP, luminescent activation assay, no phosphate acceptor; higher activation fold means a stronger effect | one-dose activation fold at 20 µM; EC50 in µM for titrated hits | hit rate 0.03% among 200,000; in the data active = activation fold from about 3, or a potency from the dose series; inactive = the rest, 99 in 100 with activation fold below about 1.6; note: many of its hits are not listed in these tables
human PMI inhibitors – human PMI inhibitors, high substrate, primary screen, biochemical, fluorescence intensity, high mannose 6-phosphate (AID 1220). recombinant PMI enzyme, coupled fluorescence intensity; higher % means a stronger effect. one-dose inhibition, % at 20 µM; IC50 in µM for titrated hits. hit rate 0.66% among 190,000
Ins promoter up – MIN6 insulin promoter up-regulation. z-score at 5 µM. hit rate 0.3% among 190,000. MIN6 insulin promoter-GFP reporter, high-content imaging; hits give high values. AID 1625;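 active = z-score above 3 at 5 µM with at least 500 cells counted in the well; inconclusive = wells under 500 cells, flagged as cytotoxic or low count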
Ins promoter up cell count – also measured in Ins promoter up; calls as there; cell count; measured here: cytotoxicity, nuclei count;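 total cells summed across four imaged fields per well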
The depositor's hits bear a star; u = inconclusive; x = no result given. Cut-off read from the data, not from the text of the source, unless noted: active = inhibition above about 50%; inactive = the rest. An unsorted share of the library. Share with any hit: about 1.5%.

SMILES	RSV CPE inhibition	Salmonella PhoP GFP	PMI inhibitors	West Nile virus CPE	Large T inhibition	ER stress rescue	TNAP activators	human PMI inhibitors	Ins promoter up	Ins promoter up cell count
COc1ccc(-c2ccc(-c3noc(-c4cccs4)n3)c(OC)n2)cc1	4.8%	31%	13%	0.3%	2%	-2.1%	1	14%	-0.61	1624
CCCOCn1cc(F)c(=O)[nH]c1=O	2.1%	18%	6%	-0.3%	11%	-3.1%	1	7%	-0.14	1414
O=S(=O)(NCc1csc(-c2cccnc2)n1)c1ccc2c(c1)OCCO2	2.0%	-6%	0%	-0.3%	21%	-0.5%	1.2	-2%	-0.12	1560
COc1ccc(N2CC(C)Cn3c2nc2c3c(=O)n(CCN3CCOCC3)c(=O)n2C)cc1 (stereo not given)	1.7%	3%	-3%	-0.3%	6%	1.1%	1.1	-3%	-1.1	1228
Cn1c(=O)c2c(SCC(=O)N3CCCCC3)nc(-c3ccccc3F)nc2n(C)c1=O	9.8%	8%	x	0.4%	-13%	x	x	x	x	x
O=C(CNC(=O)c1ccc(Cl)cc1Cl)NCC1CCCO1 (stereo not given)	0.8%	-2%	x	0.0%	3%	x	x	x	x	x
FC(F)(F)c1nnc2ccc(NCc3cccnc3)nn12	1.1%	3%	13%	-0.1%	23%	0.1%	1	8%	-0.36	1233
O=C(Nc1cc(-c2ccccc2)sc1C(=O)O)c1cccc(F)c1	17%	-13%	x	-0.3%	1%	x	x	x	x	x
COc1ccc(C(C#N)N2CCCCCC2)cc1OC (stereo not given)	1.6%	1%	-3%	0.2%	16%	-0.5%	1	6%	x	x
Cc1noc(C)c1CSc1nc2ccccc2[nH]1	-0.2%	5%	1%	0.2%	-1%	x	1.1	-1%	-0.28	1244
Cc1cc(=O)n(CNC(=O)c2ccccc2)c(=S)[nH]1	1.5%	12%	13%	-0.1%	0%	-0.7%	1.1	8%	x	x
CCn1c(Cn2nnc(-c3ccccc3)n2)nnc1SCC(=O)Nc1ccccc1	0.3%	-4%	4%	0.3%	-1%	-0.3%	1.2	7%	-0.14	1367
CCOC(=O)c1cc(C)nc(N2CCCCC2)c1C#N	6.8%	-6%	x	0.1%	4%	x	x	x	-0.49	1416
O=C(NCCOc1ccccc1)C(=O)c1c[nH]c2ccccc12	5.0%	-2%	x	-0.1%	16%	x	x	x	0.43	1008
CCC(C)NC(=O)c1c(N)n(/N=C/c2cccnc2)c2nc3ccccc3nc12 (stereo not given)	12%	-3%	14%	3.0%	3%	-1.9%	1	20%	-0.85	995
CCOC(=O)CC(NCc1ccc(OC)c(OCC)c1)c1ccc(C)cc1 (stereo not given)	-1.0%	-13%	-2%	0.0%	6%	0.1%	1.1	3%	0.52	1294
CCc1nnc(NC(=O)CCC(=O)NC2CCCCC2)s1	-0.1%	-12%	4%	0.1%	12%	-0.3%	1.1	-2%	-0.9	935
CCN(CC)C(=O)CC(c1ccc2c(c1)OCO2)c1c(OC)cc(OC)c2ccc(=O)oc12 (stereo not given)	1.0%	1%	x	-0.4%	15%	x	x	x	x	x
COc1ccc(NC(=O)Nc2nnc(Cc3ccc(F)cc3)s2)cc1	3.2%	4%	x	-0.6%	3%	x	x	x	x	x
Cc1cc2oc(=O)cc(COC(=O)c3n[nH]c4ccccc34)c2cc1C	7.1%	-6%	11%	x	0%	3.1%	1	6%	-0.31	961
COc1cc(/C=C/C(=O)Nc2cc(C(F)(F)F)ccc2Cl)cc(OC)c1OC	8.6%	-6%	21%	0.2%	6%	-1.4%	1	20%	-0.15	1623
CC(CCN1CCN(c2ccccn2)CC1)c1ccccc1 (stereo not given)	-0.9%	0%	x	-1.3%	10%	x	x	x	x	x
Cc1cc(C)c(Nc2ncccc2C(=O)O)c(C)c1	3.0%	-12%	9%	0.1%	19%	0.3%	1	7%	0.3	1466
COc1cc(C(CC(=O)Nc2cccc(C)n2)N2Cc3ccccc3C2=O)cc(OC)c1OC (stereo not given)	-2.2%	4%	x	-1.1%	-26%	x	x	x	x	x
COc1cc(/C=C/C(=O)c2ccc(C)c([N+](=O)[O-])c2)cc(OC)c1O	0.5%	3%	22%	-0.7%	15%	0.2%	0.5	25%	-0.53	1102

The closing 3 records of the section above are carried over, then new ones follow.
SMILES	RSV CPE inhibition	Salmonella PhoP GFP	PMI inhibitors	West Nile virus CPE	Large T inhibition	ER stress rescue	TNAP activators	human PMI inhibitors	Ins promoter up	Ins promoter up cell count
Cc1cc(C)c(Nc2ncccc2C(=O)O)c(C)c1	3.0%	-12%	9%	0.1%	19%	0.3%	1	7%	0.3	1466
COc1cc(C(CC(=O)Nc2cccc(C)n2)N2Cc3ccccc3C2=O)cc(OC)c1OC (stereo not given)	-2.2%	4%	x	-1.1%	-26%	x	x	x	x	x
COc1cc(/C=C/C(=O)c2ccc(C)c([N+](=O)[O-])c2)cc(OC)c1O	0.5%	3%	22%	-0.7%	15%	0.2%	0.5	25%	-0.53	1102
CCOc1ccc(CC2NCCc3cc(OCC)c(OCC)cc32)cc1OCC (stereo not given)	5.4%	5%	16%	-0.7%	9%	-2.2%	1	33%	x	x
NC(=O)[C@@H]1CCCN1Cc1nc(-c2ccccc2)no1	0.2%	x	-2%	-0.3%	x	-0.6%	1.1	-8%	-0.57	1355
CC1CCCN(c2ccc(N)cc2C(N)=O)C1 (stereo not given)	-0.3%	2%	-1%	-0.3%	45µM*	-1.5%	1.1	16%	-0.9	1513
Cc1noc(C)c1CSc1ccc2ccccc2n1	0.6%	-4%	6%	-0.1%	7%	1.2%	1.1	7%	-0.04	1103
COc1cccc(-c2cc3nc4c(c(NCC(C)(C)CN(C)C)n3n2)CCCC4)c1	3.7%	-9%	x	1.8%	6%	0.9%	1.4	x	-1.7	1266
COC(=O)/C(N=Nc1cccc(C(F)(F)F)c1)=C(\C)O	-2.3%	-7%	-4%	-0.2%	4%	1.0%	1.1	-6%	0.55	1534
COc1ccccc1/C=C/C1=NC(=C\C=C/c2ccccc2)/C(=O)O1	2.5%	-1%	-1%	0.8%	15%	-1.5%	0.8	0%	-0.33	1330
CCn1c(C(=O)NC(C)c2ccc3c(c2)OCCO3)cc2sccc21 (stereo not given)	5.0%	-5%	0%	-0.4%	4%	-0.6%	1.2	-4%	0.8	989
O=C(Nc1ccc2c(c1)OCCO2)Nc1ccc2c(c1)OCO2	3.6%	-11%	9%	0.8%	0%	-3.6%	1.1	13%	0.71	1584
Cc1cc(C)cc(NC(=O)CSc2nnc(NC(=O)C3CC3)s2)c1	2.8%	-7%	x	-0.3%	11%	x	x	x	x	x
CC(C)c1ccc(CN(C(=O)c2cc3ccccc3oc2=O)C2CCS(=O)(=O)C2)cc1 (stereo not given)	3.8%	9%	-3%	-0.9%	11%	-2.2%	1	-9%	-0.04	909
CCOc1ccccc1NC(=O)c1cc(C(=O)c2cc(OC)ccc2O)coc1=N	6.7%	0%	1%	-1.2%	15%	-2.5%	1.1	12%	-0.21	1325
CCCOC(=O)NC1C(NC(=O)OCCC)N(C)C(=O)N1C (stereo not given)	1.7%	-4%	-9%	0.2%	11%	-0.9%	0.9	-9%	0.7	1142
COc1ccc2c(c1)c(C(=O)CNc1nc(C)cs1)c(C)n2C	1.5%	8%	16%	-0.5%	u	-2.0%	1.1	11%	0.13	870
Cc1cc(C(=O)NP(=O)(N2CC(C)OC(C)C2)N2CC(C)OC(C)C2)c(C)n1C1CC1 (stereo not given)	-1.4%	-3%	-1%	-0.2%	5%	0.5%	1.1	5%	0.69	1418
COC(CNC(=O)Cc1c(C)nc2c(-c3ccccc3)c(C)nn2c1C)OC	0.2%	14%	4%	-0.3%	0%	2.4%	1.2	-5%	-0.7	1293
N#CCc1nn(Cc2ccc(F)cc2)c(=O)c2ccccc12	1.2%	1%	x	1.1%	9%	x	x	x	x	x
C=CCSc1nnc(NC(=O)c2cccc(S(=O)(=O)N3CCOCC3)c2)s1	1.5%	-3%	1%	-0.1%	14%	-2.7%	1.1	-6%	3.2*	1307*
CN1CCC(=O)N([C@H](CSc2ccc(Br)cc2)Cc2ccccc2)CC1	-2.5%	4%	x	-0.5%	5%	x	x	x	x	x
CN(C)c1nc(N)c2ncc(=S)[nH]c2n1	3.3%	-2%	0%	-0.7%	22%	-0.7%	1	-45%	0.92	1585
C=CCNCCCOc1ccc(Cl)cc1Br	-0.5%	20%	-13%	-1.2%	9%	-0.9%	1.1	-14%	-0.55	1274
COc1cccc(-n2cc3c(c2-c2ccccc2)c(=O)n(C)c(=O)n3C)c1	0.2%	14%	-21%	0.2%	4%	-1.7%	1.1	-4%	-0.43	1160
COc1ccc(N=C2SC(C(N)=O)CC(=O)N2Cc2ccc3c(c2)OCO3)cc1 (stereo not given)	x	-8%	x	-0.3%	10%	x	x	x	0.33	1377
CN1CCN(C(=O)CN2C(=O)COc3ccc(S(=O)(=O)N4CCOCC4)cc32)CC1	1.1%	-12%	x	-0.3%	7%	x	x	x	x	x
CCOC(=O)NC(=O)c1cn(C(CC)CO)c(=O)[nH]c1=O (stereo not given)	0.7%	-3%	-4%	1.2%	3%	3.6%	1.1	-2%	0.75	1200
SMILES	RSV CPE inhibition	Salmonella PhoP GFP	PMI inhibitors	West Nile virus CPE	Large T inhibition	ER stress rescue	TNAP activators	human PMI inhibitors	Ins promoter up	Ins promoter up cell count
Cc1ccc(CNS(=O)(=O)c2ccc3oc(C(=O)O)c(C)c3c2)cc1	1.6%	-4%	-2%	0.2%	3%	-2.2%	1.1	-4%	0.69	1452
O=C(c1ccc(Nc2cccc(C(F)(F)F)c2)nc1)N1CCCC1	0.4%	2%	4%	-0.8%	-6%	5.4%	1.1	11%	-0.76	1212
N#CCC(=O)N/N=C\c1cc(Br)ccc1OC/C=C/c1ccccc1	6.8%	6%	x	0.3%	9%	x	x	x	x	x
COC(=O)c1sc(NC(=O)CSc2nc3cccnc3n2C)nc1C	0.9%	1%	x	-0.3%	6%	x	x	x	x	x
CNc1nc2ccccc2n1/N=C/c1cccc(OC)c1OC	x	5%	6%	1.4%	2%	-0.1%	1	1%	-1.2	1522
COc1cc(C(C)=O)ccc1OCC(O)CN1CCN(c2cc(C)cc(C)c2)CC1 (stereo not given)	-0.6%	2%	x	-1.4%	7%	x	x	x	x	x
COc1cc2c(c(OC)c1OC)-c1ccc(OC)c(=O)cc1[C@@H](NC(C)=O)CC2	-1.1%	0%	x	-0.9%	6%	x	x	x	x	x
COc1ccc(C(=O)Cn2c(N3CCOCC3)nc3ccccc32)cc1OC	x	x	3%	x	x	-1.6%	1.1	-3%	0.53	1151
CN(Cc1cc2ccccc2[nH]c1=O)C(=O)c1cccs1	6.4%	-4%	7%	-0.1%	18%	-5.0%	1.1	3%	-0.3	1217
COc1ccc(CSc2nnc(-c3ccncc3)n2C)cc1F	3.4%	3%	x	0.3%	3%	x	x	x	x	x
COc1ccc(NC(=O)C(CC(C)C)NS(=O)(=O)c2ccc3c(c2)CCN3C(C)=O)cc1OC (stereo not given)	0.2%	-2%	-3%	-0.2%	1%	-0.8%	1.2	-8%	-0.46	995
